Mdm2-MdmX inh – inhibitors of human Mdm2/MdmX interaction; inhibition, % at 8 µM; hit rate 3% among 330,000; SaOS-2 split-luciferase Mdm2/MdmX complementation, luminescence; O15151+Q00987;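 active means inhibition of at least 50% at 8 µM in the primary screen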
CXCR6 inh – blocks human CXCR6 beta-arrestin recruitment; O00574; hit rate 0.36% among 360,000; inhibition, % at 20 µM; AID 602244; CHO-K1 PathHunter CXCR6 beta-arrestin, luminescence; in the data active means inhibition above about 34%, passing the limit was not always enough;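 further: antagonist mode with CXCL16 agonist at 10 nM final; 0% = 10 nM CXCL16 with DMSO and 100% = unstimulated wells without agonist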
Target sequence (O00574 whole entry, looked up): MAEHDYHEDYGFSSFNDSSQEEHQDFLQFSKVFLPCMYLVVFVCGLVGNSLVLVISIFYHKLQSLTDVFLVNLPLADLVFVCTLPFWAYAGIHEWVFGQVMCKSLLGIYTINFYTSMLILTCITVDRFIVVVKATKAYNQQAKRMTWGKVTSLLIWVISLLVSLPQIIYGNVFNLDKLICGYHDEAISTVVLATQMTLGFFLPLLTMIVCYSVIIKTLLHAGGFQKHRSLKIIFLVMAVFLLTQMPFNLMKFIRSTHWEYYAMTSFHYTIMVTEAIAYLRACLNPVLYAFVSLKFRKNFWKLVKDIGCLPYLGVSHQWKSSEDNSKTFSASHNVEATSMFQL
UPR CHOP act – apoptotic UPR (CHOP) activation; activation, % at 10 µM; AID 449763; CHO-CHOP luciferase reporter, luminescence; percent of tunicamycin response over DMSO baseline; hit rate 0.34% among 330,000;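 active means at 10 µM dose, activation of 40% or more, normalized to positive control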;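 further: 100% = tunicamycin at 10 µg/mL and 0% = DMSO alone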
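System: CHO CHOP reporter cells. Amount: 500 cells per well. Buffer or medium: F12 medium, 10% FBS. Compound dosing: one dose, 10 µM in 0.5% DMSO. Incubation: 6 h compound exposure at 37 °C after overnight seeding. Technique: Steady-Glo luciferase luminescence. Benchmarks: tunicamycin and DMSO controls.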
EBI2 block – EBI2 (human) antagonism | P32249 | EBI2 beta-arrestin recruitment, luminescence, 7a,25-OHC stimulated | inhibition, % at 5 µM | hit rate 0.81% among 360,000 | AID 651636; in the data active means inhibition above about 38%;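 further: enzyme fragment complementation signal reports receptor beta-arrestin coupling in cells; 0% = agonist plus DMSO wells and 100% = wells without agonist; some results beyond the cut were filed as inactive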
Target sequence (P32249 whole entry, looked up, the tested form may be a part): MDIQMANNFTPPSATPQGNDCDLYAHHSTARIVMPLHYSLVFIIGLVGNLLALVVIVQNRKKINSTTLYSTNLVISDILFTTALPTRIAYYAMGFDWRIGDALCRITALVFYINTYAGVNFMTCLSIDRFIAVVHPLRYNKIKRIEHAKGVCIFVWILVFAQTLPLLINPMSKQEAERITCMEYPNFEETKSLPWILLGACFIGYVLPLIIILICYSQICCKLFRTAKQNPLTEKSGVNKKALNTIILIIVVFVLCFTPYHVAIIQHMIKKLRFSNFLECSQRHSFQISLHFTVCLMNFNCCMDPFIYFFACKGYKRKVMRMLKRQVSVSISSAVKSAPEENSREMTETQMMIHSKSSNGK
697 NFkB inh – inhibitors of the PMA/ionomycin-induced NF-kB reporter in 697 B cells. AID 435022. inhibition, % at 4 µM. 697 B-cell NF-kB luciferase reporter, 16 h. hit rate 0.33% among 330,000; in the data active means inhibition above about 35%
Jurkat NFkB inh – inhibitors of the PMA/ionomycin-induced NF-kB reporter in Jurkat cells; hit rate 0.53% among 330,000; PMA/ionomycin-induced NF-kB luciferase reporter, luminescence; AID 435003; inhibition, % at 4 µM; in the data active means inhibition above about 50%
CCR6 antagonist – blocks CCL20-driven beta-arrestin recruitment at human CCR6; P51684; CHO-K1 CCR6 PathHunter beta-arrestin, luminescence, CCL20-stimulated; inhibition, % at 20 µM; hit rate 0.49% among 340,000;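 active means compounds whose inhibition of the agonist-driven luminescence signal at 20 µM reaches about 50%, limit read from the data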;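 further: cells stimulated with CCL20 at 14 nM final; plate controls were DMSO with CCL20 for no effect and DMSO without agonist for full effect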
Target sequence (P51684 whole entry, looked up): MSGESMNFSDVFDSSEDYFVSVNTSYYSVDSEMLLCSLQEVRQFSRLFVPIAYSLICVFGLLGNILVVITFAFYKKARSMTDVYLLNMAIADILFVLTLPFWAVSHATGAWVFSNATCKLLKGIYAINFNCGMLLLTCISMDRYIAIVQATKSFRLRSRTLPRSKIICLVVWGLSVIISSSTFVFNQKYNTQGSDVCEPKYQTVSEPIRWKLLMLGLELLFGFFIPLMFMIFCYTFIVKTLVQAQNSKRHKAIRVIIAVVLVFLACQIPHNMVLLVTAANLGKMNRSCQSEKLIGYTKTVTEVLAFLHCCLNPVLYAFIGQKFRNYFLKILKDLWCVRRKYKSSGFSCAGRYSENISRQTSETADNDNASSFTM
Gli-Sufu antag – blocks Gli-Sufu signaling in a luciferase reporter; hit rate 0.74% among 340,000; AID 588413; Sufu-KO-LIGHT fibroblasts, Gli luciferase reporter luminescence; inhibition, % at 5 µM;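 active means inhibition above about 55%, limit read from the data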;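 further: 0% = DMSO-treated cells and 100% = wells with medium but no cells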
UPR XBP1 act – adaptive UPR (XBP1) activation; AID 463104; CHO-XBP1 luciferase reporter, IRE1-XBP1 UPR activation, luminescence; percent of tunicamycin response, DMSO as zero; hit rate 0.33% among 330,000; activation, % at 20 µM;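 active means versus positive control, 20 µM dose yields 30% or more activation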;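 further: 100% = tunicamycin at 10 µg/mL and 0% = DMSO only wells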
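Material: CHO-XBP1 cells stably carrying IRE1-XBP1-driven luciferase reporter / Amount: 1000 cells per well / Compound: 20 µM, 1% DMSO / Times: 6 h treatment, 37 °C / Detection: luciferase luminescence / Measure: % activation of reporter signal versus tunicamycin and DMSO controls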
* = called active by the depositor; . = not tested or not shown. Rows were taken by chance (roughly 5% active in at least one column).

SMILES	Mdm2-MdmX inh	CXCR6 inh	UPR CHOP act	EBI2 block	697 NFkB inh	Jurkat NFkB inh	CCR6 antagonist	Gli-Sufu antag	UPR XBP1 act
COc1ccc(S(=O)(=O)NCc2nc3nc(C)cc(C)n3n2)cc1OC	-16	-2	0.1	-9	-1	6	-4	6	-1
COc1ccccc1CN(C)CC(=O)Nc1ccccc1-c1ccccc1	-2	4	-2.0	1	18	-9	21	6	-2
COc1ccc(NC(=O)CCN2C(=O)C3CC=C(Cl)CC3C2=O)cc1 (stereo unspecified)	-2	-2	2.4	3	16	7	4	1	-2
CCCn1c(C)cc(C(=O)COc2ncnc3sccc23)c1C	-86	10	-1.0	2	-94	-71	-5	-55	-2
COc1ccc(NC(=O)C2CCN(S(=O)(=O)c3ccc4c(c3)NC(=O)CO4)CC2)cc1	-1	0	1.5	9	6	10	17	-2	-1
CCOC(=O)C1=C(N)OC2=C(C(=O)CC(C)(C)C2)C1c1ccc(C)s1 (stereo unspecified)	-4	10	-0.1	9	-1	3	25	5	0
OCC[C@H]1C[C@H](O)[C@@H](O)[C@]2(Cc3ccccc3CO2)O1	-21	-5	0.4	-10	7	2	-5	-2	0
CCCCOc1ccccc1NC(=O)CC1SC(=NCC)N(CC)C1=O (stereo unspecified)	23	1	-0.9	-5	1	-2	-8	1	-6
Cc1cccc(C)c1NC(=O)CN(C)C(=O)c1ccccc1OCc1ccc(F)cc1	10	3	0.3	11	6	-16	18	-1	-2
COc1ccc(N2CCCn3c2nc2c3c(=O)n(Cc3ccc(F)cc3)c(=O)n2C)c(OC)c1	.	8	.	13	.	.	13	11	.
CCCNS(=O)(=O)c1ccc(OCC(=O)NCCC2=CCCCC2)cc1	-12	-3	0.4	3	14	10	-18	-4	0
O=C1CC(c2c(F)cccc2Cl)C2=C(COC2=O)N1 (stereo unspecified)	10	0	-0.6	-7	-6	-5	-14	-2	-2
CCC(Sc1nc(-c2ccccc2)cc(=O)[nH]1)C(=O)O (stereo unspecified)	9	5	-0.5	-2	-15	-7	3	5	-3
CC(C)(C)c1ccc(C(=O)Cn2nc(C(=O)O)c3ccccc3c2=O)cc1	9	-4	1.1	9	-4	7	5	10	-1
Cc1ccc(O)c(C(=O)c2cnn(C(=O)c3cccc(S(=O)(=O)N(C)C)c3)c2)c1	46	0	-0.9	-5	-17	3	16	-5	0
CCOC(=O)c1sc(NC(=O)CSc2nc(C)cc(-c3ccccc3)n2)c(C#N)c1C	12	-2	0.0	8	14	15	-7	-1	0
O=S(=O)(NC1C2CC3CC(C2)CC1C3)c1ccccc1 (stereo unspecified)	13	3	1.6	-5	6	17	4	9	3
Cc1cccnc1NC(=O)c1c(O)c2ccccc2n(C)c1=O	4	1	1.9	-10	-25	-6	1	-7	-1
Cc1ccc(C(=O)Nc2nnc(S(=O)(=O)N3CCOCC3)s2)cc1	-16	2	0.5	-5	-6	5	6	1	0
CCCNC(=O)C(Cc1ccc(F)cc1)NC(=O)c1ccccc1 (stereo unspecified)	14	-3	0.0	-9	4	-15	9	-3	1
Cc1c(O)c(CN2CCCC2)cc2c1oc(=O)c1ccccc12	25	4	-2.0	-2	5	1	-3	-2	-3
Cc1ccc(S(=O)(=O)NC(CC(C)C)C(=O)N2CCCC2)cc1 (stereo unspecified)	-3	-7	-0.8	0	-11	6	18	0	-5
Cc1cccc(N(Cc2nnc3n2CCCCC3)C(=O)Nc2ccccc2)c1	-26	6	-1.3	-21	5	-4	13	6	2
N#CCCN1CCN(C2=NC(=O)/C(=C\c3cccs3)S2)CC1	16	-5	3.6	-2	6	-8	9	-9	4
CCC(NC(=O)C1CCC1)c1ccccc1 (stereo unspecified)	-16	-3	-0.5	-10	-9	-11	0	5	-1
CC1(C)C(=O)OC(c2c3ccccc3cc3ccccc23)C(C)(C)C1=O (stereo unspecified)	4	5	-1.2	4	-4	-4	17	0	-4
Cc1cc(C)nc(Nc2n[nH]c(C)n2)n1	6	-2	0.2	-10	8	8	-19	6	0
Cc1nc2c3ccccc3nc(NNC(=O)CCC(=O)N3CCC(C)CC3)n2n1	17	-5	-1.3	3	20	-15	12	9	-3
CN1CCN(S(=O)(=O)c2ccc(N(C)CC(=O)Nc3ccc(F)cc3)nc2)CC1	-7	.	1.7	.	-21	-21	.	.	-2
CCCN1C(=O)/C(=N\OCC(=O)NC23CC4CC(CC(C4)C2)C3)c2ccccc21	19	7	-0.4	9	-3	-23	14	9	0
Nc1nc(CN2CCN(Cc3ccc4c(c3)OCO4)CC2)nc(Nc2ccccc2)n1	4	0	-0.7	1	-7	9	1	-5	2
Cc1ccc(-c2nc(CN3CCCCC3CCN3CCCC3=O)c(C)o2)o1 (stereo unspecified)	14	0	-2.4	-6	7	-7	7	12	-3
Cc1cc(=O)oc2c1c(C)nn2-c1cccc(Cl)c1	5	3	-0.1	4	1	-5	-2	-23	2
S=C(Nc1ccc2nsnc2c1)N1CCCCCC1	-70	-14	3.5	-1	-28	3	-15	-15	1
COc1c(Cl)cc(-c2noc(C)c2C(=O)NCCc2ccc(C)cc2)cc1Cl	24	6	1.4	3	-6	-7	-2	5	-3
Cc1ccc(S(=O)(=O)N(CC(=O)NCC2CCCO2)c2cccc([N+](=O)[O-])c2)cc1 (stereo unspecified)	16	5	-2.1	-5	-3	-10	13	-1	-2
S=C(Nc1cccc2ccccc12)N1CCN(c2ncccn2)CC1	5	0	-0.6	-6	-20	-23	-27	-5	-1
COc1ccc(CN(C)c2nc(-c3cccnc3)nc3ccccc23)cc1OC	21	.	-3.4	.	-31	18	.	.	6
Cc1ccc(O)c(C(CC(=O)N2CCCC2)c2ccccc2)c1 (stereo unspecified)	8	-6	-0.9	-2	18	-3	6	7	-1
COc1ccccc1C(=O)Oc1ccccc1C(=O)Nc1ccccc1	2	-7	2.9	-23	5	-7	23	-6	1
Fc1cc2nccnc2cc1N1CCSCC1	-8	-2	2.3	-4	10	-5	-6	-8	-1
COc1ccc(-c2cc(=O)n(-c3nc4ccccc4[nH]3)[nH]2)cc1	93*	23	21	-1	-2	7	36	-21	11
CCOC(=O)C1=C(CN2CCOCC2)NC(=O)NC1c1cccc([N+](=O)[O-])c1 (stereo unspecified)	23	2	-0.9	-2	18	9	14	3	0
CCn1c(SCC(=O)NNC(=O)c2ccco2)nnc1-c1ccco1	-3	-2	0.1	-8	-1	-11	22	-10	-2
Cc1ccoc1C(=O)N1CCCC(CCC(=O)N2CCN(c3ccccn3)CC2)C1 (stereo unspecified)	3	-2	-1.7	4	15	-7	9	-5	-1
Cn1c(=O)c2ncn(CC(=O)NCCOc3ccccc3)c2n(C)c1=O	-11	4	-0.8	2	1	-7	7	-2	4
COc1cc(CCC(=O)N2CCN(c3ccccc3Cl)CC2)cc(OC)c1OC	.	-1	.	8	.	.	6	11	.
CSc1nc2c(c(-c3ccc(O)cc3)c1C#N)CCC2	-2	-15	-3.7	11	-7	-7	-1	-13	3
O=C(/C=C/c1ccc(Cl)cc1)N(Cc1ccccc1)C1CCS(=O)(=O)C1 (stereo unspecified)	13	0	0.0	10	-13	29	-3	5	0
COCCCNC(=S)N/N=C/c1ccc2c(c1)OCO2	4	-8	3.0	17	9	-3	7	2	1

Some of these compounds in order of heavy-atom count, ascending:
SMILES	Mdm2-MdmX inh	CXCR6 inh	UPR CHOP act	EBI2 block	697 NFkB inh	Jurkat NFkB inh	CCR6 antagonist	Gli-Sufu antag	UPR XBP1 act
Fc1cc2nccnc2cc1N1CCSCC1	-8	-2	2.3	-4	10	-5	-6	-8	-1
COc1ccc(-c2cc(=O)n(-c3nc4ccccc4[nH]3)[nH]2)cc1	93*	23	21	-1	-2	7	36	-21	11
Cn1c(=O)c2ncn(CC(=O)NCCOc3ccccc3)c2n(C)c1=O	-11	4	-0.8	2	1	-7	7	-2	4
Cc1ccoc1C(=O)N1CCCC(CCC(=O)N2CCN(c3ccccn3)CC2)C1 (stereo unspecified)	3	-2	-1.7	4	15	-7	9	-5	-1

(more compounds)
SMILES	Mdm2-MdmX inh	CXCR6 inh	UPR CHOP act	EBI2 block	697 NFkB inh	Jurkat NFkB inh	CCR6 antagonist	Gli-Sufu antag	UPR XBP1 act
COc1ccc(C(=O)NCC(=O)OCC(=O)NCc2cccs2)cc1	-10	2	0.2	-6	15	12	3	-4	-1
O=S(=O)(c1ccc(NCC2CCCCC2)nc1)N1CCOCC1	18	4	0.8	-1	2	1	-1	-8	0
O=C(Nc1cccc(F)c1)c1ccc2c(c1)OCO2	-57	2	5.4	3	-66	-47	2	-67	2
O=C(NC(=S)Nc1ccc(S(=O)(=O)Nc2nccs2)cc1)c1ccc(Br)o1	16	14	0.5	5	-7	-4	25	-5	2
CSc1cccc(NC(=O)Cc2ccccc2[N+](=O)[O-])c1	34	-3	5.6	6	5	5	17	-3	-2
Cc1[nH]nc2c1C(C(C)c1ccccc1)C(C#N)=C(N)O2 (stereo unspecified)	-20	-1	-0.6	-11	7	6	8	7	-4
O=C(NCCN1C(=O)S/C(=C\c2ccccc2F)C1=O)C1=COCCO1	34	-14	0.9	-2	-27	48	8	-1	-2
COc1ccccc1OCCC(=O)OCC(=O)Nc1cc(S(=O)(=O)N(C)C)ccc1Cl	10	3	1.2	-1	17	0	-5	0	-3
CCC(C)C(NC(=O)OCc1ccccc1)C(=O)NCC(c1ccccc1)N(C)C (stereo unspecified)	8	3	2.6	-11	17	4	13	-13	-1
COc1cccc(-n2nnc3c(=O)n(CC(=O)Nc4ccccc4C)cnc32)c1	26	3	-1.4	2	3	4	6	-3	2
CCOC(=O)CC1COCCN1Cc1cn(C)nc1-c1ccccc1F (stereo unspecified)	-5	-1	-1.1	-16	16	-3	7	-3	0
CC(C)Oc1ccc(C(=O)Nc2c3c(nn2C(C)(C)C)CS(=O)(=O)C3)cc1	-9	-3	1.4	-2	1	2	8	-3	-8
Cc1ccccc1NS(=O)(=O)c1nnc(NC(=O)c2ccc(Br)cc2)s1	1	0	0.0	-2	-7	-10	19	-14	0
CCN(CC)C(=O)[C@H]1C[C@H](CC(=O)NCC23CC4CC(CC(C4)C2)C3)C(=O)N2CCc3c([nH]c4cc(CCC(=O)N(C)C)ccc34)[C@]12C	21	1	1.1	15	2	.	38	11	-2
C/C(=N/NS(=O)(=O)c1ccc(F)cc1)c1ccncc1	-11	11	-0.7	-2	3	2	-9	-4	-3
C[C@]12c3[nH]c4cc(-c5ccco5)ccc4c3CCN1C(=O)[C@@H](CC(=O)NCCCn1ccnc1)C[C@@H]2C(=O)N1CCOCC1	29	-7	3.4	1	14	.	22	1	0
COCCNC(=O)c1ccccc1NS(=O)(=O)c1ccc(Br)s1	-5	2	0.3	-10	-9	-6	-7	7	5
Cc1ccc(Cn2c(C)nc3c(c2=O)c2nc4ccccc4nc2n3Cc2ccco2)cc1	6	21	3.1	2	-20	-17	13	1	1
Cc1cc(=O)oc2cc(OCC(=O)NCCCN3CCCC3=O)ccc12	3	-10	0.7	-3	5	3	-8	-29	-1
CCN1CCN(C(=S)NCc2ccc(C)cc2)CC1	7	-12	-0.7	0	17	-3	1	-3	2
Cc1nnc(NC(=O)CCCCCN2C(=O)C3C4C=CC(C4)C3C2=O)s1 (stereo unspecified)	22	2	-1.8	-7	5	-5	14	8	0
